p53ts 39C kill: qHTS Screen for Compounds that Selectively Target Cancer Cells with p53 Mutations: Cytotoxicity of p53ts Cells at the Nonpermissive Temperature; H1299-p53A138V viability at 39C, ATP luminescence, 24 h; Potency, µM (highest dose often 46.1 µM), inactives show at the highest dose activity change, negative = cell killing, hits mostly cytotoxic; 130,000 compounds, 1.5% hits; AID 902, 2007; further: nearly all actives have a fitted effect of over 55% in size
IkB sig inh: IkB Signaling. 110,000 compounds, 0.04% hits. Potency, µM (top dose mostly 57.1 µM), inactives show at the top dose IkBa stabilization activation. ABC-DLBCL IkBa-CBG/CBR dual luciferase ratio, 4 h; response scale: scaled: untreated 0%, proteasome inhibitor 100%; active means well fitted curve in the direction sought with a large enough effect in the signal ratio, not every such curve was filed as active; inconclusive means small, poorly fitted or top-dose-only effect, or a change in a side signal; the % refers to the signal ratio;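 further: the direction sought is a rising ratio; 0% = basal untreated cells and 100% = reference inhibitor full response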
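Curves were fitted separately to fusion (green), unfused (red) and ratio luminescence, then classed by r2, magnitude and activity. Cells: OCI-Ly3, 4 h compound plus doxycycline at 37C; 10 uM MG-132 defined full response.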
Imprint erasure: qHTS Assay for Compounds that Induce Erasure of Genomic Imprints. mouse ES Peg3-LacZ reporter, beta-gal luminescence, 40 h. Potency, µM (highest dose often 60.7 µM), without a hit: at the highest dose activity change, positive = activation, usual class: activators. 110,000 compounds, 0.02% hits;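 further: 0% = negative control wells on the plate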
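Gelatin-coated wells received 300 freshly trypsinized female ES cells with a Peg3LacZ-Neo reporter on the maternal allele, then incubated 40 hours at 37C. BetaGlo was added for 5 minutes at room temperature before a single luminescence read.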
p53ts 32C kill: qHTS Screen for Compounds that Selectively Target Cancer Cells with p53 Mutations: Cytotoxicity of p53ts Cells at the Permissive Temperature. H1299-p53A138V at 32C, ATP luminescence viability, 24 h. 130,000 compounds, 0.93% hits. Potency, µM (series often up to 46.1 µM), inactives show at the top dose activity change, negative = cytotoxicity, actives largely listed as cytotoxic. AID 924, 2007;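 further: 0% = DMSO and -100% = full killing by reference compound; nearly all actives have a fitted effect of over 55% in size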
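H1299-p53 A138V cells (temperature-sensitive p53) exposed 24 h to up to 46 uM compound at 32C, where p53 is wild-type in conformation. Viability read as ATP luminescence and normalised to DMSO and 100 uM tamoxifen. AC50 fitted with the Hill equation.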
Active calls of the source: *; ? = inconclusive; · = no result given; [ ] = dose if it differs, or a comment. Unless noted, the call rests on the fitted dose curve; in most records, active means well fitted curve in the direction sought with a large enough effect; inconclusive means small, poorly fitted or top-dose-only effect, or another doubt; inactive means no such curve, though single readings can be large; an effect the other way counts as inactive or inconclusive. Unless noted, on the % scale 0 is the no-effect control and ±100 the full control effect; potency means the concentration at half of the fitted maximal effect.

SMILES	p53ts 39C kill	IkB sig inh	Imprint erasure	p53ts 32C kill
CCOc1ccccc1NC(=O)c1cc(Cl)ccc1NC(=O)c1ccco1	4%	0.8%	-13%	-2%
Nn1c(SCC(=O)NC2CCCCC2)nnc1-c1ccc(Cl)cc1	-3%	1.1%	-5%	-21%
O=C(Nc1ccc(F)cc1F)c1cc(-c2ccc3c(c2)OCO3)on1	27%	?	-27%[10.9 µM]	9%
CCC(C(=O)NCCc1ccccc1)n1nc(C)c2sc3ccccc3c2c1=O (stereo not drawn)	5%	?	-8%[10.9 µM]	-14%
Cc1ccc(C(c2nnnn2CS(=O)(=O)c2ccc(C)cc2)N2CCN(c3ncccn3)CC2)cc1 (stereo not drawn)	-10%	·	·	-13%
O=C(CCC1CCCCC1)Nc1c2c(nn1-c1ccc(F)cc1)CS(=O)(=O)C2	-3%	3.5%	5%	-1%
Cc1ccccc1S(=O)(=O)O[C@@H]1NS(=O)(=O)c2ccccc21	14%[9.22 µM]	1.0%[11.4 µM]	-8%[10.9 µM]	-4%[9.22 µM]
CCN(CC)S(=O)(=O)N1CCC(C(=O)NCCN2CCOCC2)CC1	3%	0.8%	0%	-9%
O=C(CCn1c(=O)c2cccn2c2cccnc21)N1CCN(c2ccc(Cl)cc2)CC1	1%	-0.6%	-15%[10.9 µM]	9%
CCOC(=O)c1sc2ccccc2c1S(=O)(=O)N1CCN(c2cc(C)ccc2C)CC1	-17%	-0.6%	-13%[10.9 µM]	-1%
COC(=O)Nc1ccc(S(=O)(=O)N2CCCCCC2)cc1	0%	-3.0%	-19%	-1%
C=CCCCCCCCCCCC/C=C/C(O)COC(C)=O (stereo not drawn)	-11%	·	-23%	-12%
COc1cccc2c1cc1c(=O)n(CC(=O)O)nc(C)n12	-16%	-1.5%	-10%[10.9 µM]	-6%
Cc1cccc2c(=O)c(C(=O)NCCCN3CCOCC3)c[nH]c12	-7%	·	·	3%
COc1ccc(OC)c(NC(=O)CSc2ccccc2)c1	7%	-1.2%	-14%	5%
CC(C)[C@@H]1N[C@]2(C(=O)Nc3ccccc32)[C@@H]2C(=O)N(c3cccc(C(F)(F)F)c3)C(=O)[C@@H]21	-7%	-0.1%	18%	0%
COc1ccc(OC)c(C(C)NC(=O)c2ccco2)c1 (stereo not drawn)	15%	0.9%	7%	4%
CC(C)NS(=O)(=O)c1ccc(CCC(=O)NCc2ccco2)cc1	11%	0.1%	-12%	12%
COc1cccc(Cn2c(=O)c(-c3cccs3)nc3cnc(Nc4cccc(OC)c4)nc32)c1	-20%	0.7%[11.4 µM]	·	-5%
COc1ccc(CCn2c(NCCCN3CCOCC3)nc3c2c(=O)[nH]c(=O)n3C)cc1	6%	-0.9%	-10%	-6%
Cn1c(=O)c2cc(S(=O)(=O)NCCC(=O)NCCc3ccc(Cl)cc3)ccc2n(C)c1=O	-6%	0.8%	-16%	7%
Cc1oc2ncn(C)c(=O)c2c1C(=O)N1CCN(c2ccccc2)CC1	-1%	1.4%	-11%[10.9 µM]	3%
COc1ccccc1N1CCN(C(=O)Cn2c(=O)n3nc(-c4cccc(C)c4)nc3c3ccccc32)CC1	23%	-0.3%	20%[10.9 µM]	-5%
COc1nc(-c2ccccc2)ccc1-c1noc(-c2cccs2)n1	3%	4.4%	10%	-5%
COC(=O)[C@@H](NC(=O)NCc1ccccc1Cl)C(C)C	13%	0.1%	-4%	4%
Cc1nn(CCCC(=O)Nc2cccc(F)c2)c(=O)c2c1sc1ccccc12	-21%	?	-26%[10.9 µM]	-22%
COc1ccc(C)cc1S(=O)(=O)N1CCN(Cc2ccccc2)CC1	2%	3.5%	-18%	-3%
O=C(O)CN=C(NS(=O)(=O)c1ccccc1)c1ccccc1	-8%	·	·	-4%
CCOC(=O)C1CCN(CC(=O)N2C(C)CCCC2C)CC1 (stereo not drawn)	15%	-1.3%	0%	-6%
COc1ccc(CCNC(=O)CCCn2c(=O)c3ccccc3n(CC(=O)Nc3cccc(C)c3)c2=O)cc1OC	1%	4.8%	-3%[10.9 µM]	19%
O=C(CSc1nnc(-c2cccnc2)n1C1CCCCC1)NC1CCCCC1	5%	1.8%	-8%	6%
CCc1ccc(NC(=O)C2CCCN(S(=O)(=O)c3ccc4c(c3)CCCN4C(C)=O)C2)cc1 (stereo not drawn)	-21%	?	-11%[10.9 µM]	-4%
O=C(NCC1CCCO1)C1CCN(C(=O)c2ccc(Br)cc2)CC1 (stereo not drawn)	4%	1.2%	-8%	10%
CCOC(=O)c1cc(C)n(CC2CCC(C(=O)Nc3ccc(OC)c(OC)c3)CC2)c1C (stereo not drawn)	14%	-0.8%	6%[10.9 µM]	3%
CCCCC(=O)NC(Nc1cc(C)ccn1)(C(=O)OCC)C(F)(F)F (stereo not drawn)	2%	-0.5%	?	-2%
CCS(=O)(=O)c1nc(S(=O)(=O)c2ccc(C)cc2)c(NCc2ccc(Cl)cc2)s1	14%	0.7%	-7%[10.9 µM]	-2%
CCOc1ccc(CNS(=O)(=O)c2ccc3[nH]c(=O)ccc3c2)cc1	-22%	0.8%	?	3%
CC(=O)Nc1ccc(NC(=O)CCCc2nc(-c3ccc(C(C)(C)C)cc3)no2)cc1	?	?	-11%[10.9 µM]	?
CC(C)=CCc1c2c(c3occ(-c4ccc(O)c(O)c4)c(=O)c3c1O)C=CC(C)(C)O2	?	1.9%[11.4 µM]	-42%[inhibitor][10.9 µM]	?
COCCCNC(=O)COc1ccc(S(=O)(=O)Nc2ccccc2)cc1	6%	1.8%	-10%	5%
O=C(c1cc(Cl)cc(Cl)c1)N1CCOCC1	4%	-0.4%	-5%	5%
COC(=O)C(C)NC(=O)C12CC3CC(CC(C3)C1)C2 (stereo not drawn)	4%	0.4%	-3%	-1%
Cc1ccc(-c2nc(SCC(=O)NCc3ccco3)c3c(=O)n(C)c(=O)n(C)c3n2)cc1	-10%	0.5%	0%[10.9 µM]	2%
C[C@H]1[C@H](C)CC[C@]2(C(=O)O)CC[C@]3(C)C(=CC[C@@H]4[C@]5(C)C[C@H](O)[C@@H](O)[C@@](C)(CO)[C@@H]5[C@H](O)C[C@@]43C)[C@H]12	5%[9.22 µM]	-0.1%[11.4 µM]	·	9%[9.22 µM]
COc1cc(OC)c(NC(=O)CSc2nc3ccncc3[nH]2)cc1Cl	1%	-0.1%	-14%[10.9 µM]	-7%
CCC(C)NC(=O)CNS(=O)(=O)c1ccc(C)cc1 (stereo not drawn)	18%	·	·	4%
COc1cccc(-c2ccc3ncnc(N(C)Cc4ccco4)c3c2)c1	?	-2.5%[11.4 µM]	4%	?
Cc1ccccc1OCC(=O)Nc1ccccc1C(=O)OCc1cc(=O)n2ccsc2n1	2%	4.5%	29%[10.9 µM]	-2%
CSc1ccc(/C=C/c2nc3ccccc3n2S(=O)(=O)c2ccc(F)c(C)c2)cc1	4µM*	?	-26%[10.9 µM]	7.9µM*
Cc1ccc(N(C(=O)Cn2nnc3ccccc32)C(C(=O)NC2CCCCC2)c2cn(C)nc2C)cc1 (stereo not drawn)	3%	5.1%	·	-9%
CSc1c(C#N)c(N)c(C#N)c2c1COC(C)(C)C2	-8%	0.7%	-7%	-1%
CCCN1C2CCCC1CC(NC(=O)c1cc(OC)c(OC)c(OC)c1)C2 (stereo not drawn)	6%	-0.1%	-5%	-5%
Cc1ccc(CCNC(=O)CN(c2cc(C)cc(C)c2)S(=O)(=O)c2c(C)noc2C)cc1	3%	-1.9%	24%[10.9 µM]	-3%
COc1ccccc1Cn1c(CNS(=O)(=O)c2ccc3c(c2)CCCC3)nc2cccnc21	-15%	?	-5%[10.9 µM]	7%
COc1ccc(-n2c(=O)c3c(c4cc(OC)ccc4n3C)n(Cc3cccc(C)c3)c2=O)cc1	?	-1.2%	-6%[10.9 µM]	-5%
O=C(NCCc1ccccc1)c1nnc(Cc2cccc(F)c2)o1	-17%	-0.6%	-22%[10.9 µM]	-2%
Cc1ccccc1NS(=O)(=O)c1cc(C(=O)NCc2ccco2)ccc1C	-2%	4.2%	-7%	10%
Cc1cc(=O)[nH]c(SCC(=O)Nc2ccc(Br)cn2)n1	12%	0.9%	5%	9%
Cc1cccn2c(=O)c3cc(C(=O)NC(C)C)c(=N)n(Cc4ccncc4)c3nc12	12%	-1.5%	0%	-1%
CCOC(=O)CN1CC23C=CC(O2)C(C(=O)Nc2ccc(C(C)=O)cc2)C3C1=O (stereo not drawn)	-3%	0.7%	-5%	-3%
The list goes on:
SMILES	p53ts 39C kill	IkB sig inh	Imprint erasure	p53ts 32C kill
COc1cc(NC(=O)CN(c2cc(C)cc(C)c2)S(=O)(=O)c2c(C)noc2C)cc(OC)c1	1%	4.2%	-10%	-6%
COc1ccc(NC(=O)C2CCN(C(=O)NC3CCCCC3)CC2)c(OC)c1	4%	0.6%	0%	11%
Cc1cc(C(F)(F)F)n2nc(C(=O)O)c(Cl)c2n1	5%	0.1%	18%	1%
COC(=O)CCC(=O)N1CCOCCOCCN(C(=O)CCC(=O)OC)CCOCCOCC1	10%	·	·	-2%
COC(=O)Cn1nc(-c2ccc(C)c(S(=O)(=O)N(C)C)c2)c2ccccc2c1=O	21%	-1.4%	-8%	5%
CCOc1ccc(C2c3c(oc4cc(C)c(C)cc4c3=O)C(=O)N2c2ccccn2)cc1 (stereo not drawn)	15%	-1.7%	-5%[10.9 µM]	-1%
COc1ccc(Nc2cc(C(=O)NCc3cccs3)c3ccccc3n2)cc1	24%	-3.8%	7%[10.9 µM]	3%
c1ccc(N2CCN(c3ccccc3)C2c2cccnc2)cc1	1%	·	·	-4%
N#Cc1cc2cc3c(cc2nc1N1CCCCC1)OCCO3	-17%	-2.8%	-5%	-16%
Cc1ccccc1-c1noc(-c2ccc(NCc3ccco3)c([N+](=O)[O-])c2)n1	-12%	?	-11%[10.9 µM]	0%
Cc1ccc(S(=O)(=O)c2cn(CC(=O)Nc3ccccc3C)c3cc4c(cc3c2=O)OCO4)cc1	-14%	?	-11%[10.9 µM]	12%
Cc1ccc(C(=O)Nc2ccc3c(c2)nc2n3CCSC2)cc1	?	?	-39%[inhibitor]	7.9µM*
COc1cccc(CNC(=O)CCCn2ncn3c(cc4occc43)c2=O)c1	1%	-0.8%	-6%[10.9 µM]	4%
Cn1c(=O)n(Cc2ccccc2Cl)c(=O)c2c1nc1n2CCN1c1ccccc1	-24%	?	17%[10.9 µM]	-1%
CCCc1nnc(NC(=O)Cc2coc3c(C)c(C)ccc23)s1	16%	0.3%	-5%[10.9 µM]	10%

Ordered by molar mass (low to high): part of the list above.
SMILES	p53ts 39C kill	IkB sig inh	Imprint erasure	p53ts 32C kill
Cc1cc(C(F)(F)F)n2nc(C(=O)O)c(Cl)c2n1	5%	0.1%	18%	1%
COc1cccc(CNC(=O)CCCn2ncn3c(cc4occc43)c2=O)c1	1%	-0.8%	-6%[10.9 µM]	4%
COc1ccc(NC(=O)C2CCN(C(=O)NC3CCCCC3)CC2)c(OC)c1	4%	0.6%	0%	11%
Cc1ccc(S(=O)(=O)c2cn(CC(=O)Nc3ccccc3C)c3cc4c(cc3c2=O)OCO4)cc1	-14%	?	-11%[10.9 µM]	12%

More records.
SMILES	p53ts 39C kill	IkB sig inh	Imprint erasure	p53ts 32C kill
c1ccc(-c2nc(NCc3cccnc3)c3oc4ccccc4c3n2)cc1	16%	?	-11%	18%
CC(C)C(NC(=O)OCc1ccccc1)C(=O)OCC(=O)NCc1ccco1 (stereo not drawn)	5%	1.5%	-11%	9%
Cc1nc(SCC(=O)Nc2cc(C)on2)c2c(=O)n(C)c(=O)n(C)c2n1	11%	0.5%	-17%	-4%
O=C(NC1CCCC1)c1ccc2c(c1)N(Cc1ccccc1Cl)C(=O)c1ccccc1S2	6%	?	-18%[10.9 µM]	15%

Single records, from the list above. Order of values: p53ts 39C kill | IkB sig inh | Imprint erasure | p53ts 32C kill
Listed for Cc1ccc(-c2nc(SCC(=O)NCc3ccco3)c3c(=O)n(C)c(=O)n(C)c3n2)cc1 = -10% | 0.5% | 0%[10.9 µM] | 2%
Listed for O=C(c1cc(Cl)cc(Cl)c1)N1CCOCC1 = 4% | -0.4% | -5% | 5%
Listed for COc1ccc(Nc2cc(C(=O)NCc3cccs3)c3ccccc3n2)cc1 = 24% | -3.8% | 7%[10.9 µM] | 3%
